Assay outcomes: PubChem, National Center for Advancing Translational Sciences (NCATS)
TrxR1 inh = blocks rat thioredoxin reductase 1; recombinant rTrxR1, NADPH fluorescence consumption, selenite substrate; O89049; hit rate 1% among 390,000; Potency, µM (doses to about 114 µM), inactives show at the top dose activity change, negative = inhibition, most hits filed as inhibitors; further: potency means the concentration at half of the fitted maximal effect; on the % scale 0 is the no-effect control and ±100 the full control effect; nearly all actives have a fitted effect of over 65% in size
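Rat TrxR1 (90 nM in the dispensed reagent) was pre-reduced with 400 uM NADPH for 5 min at room temperature, then incubated with compound for 15 min. After 400 uM selenite was added, NADPH fluorescence (Ex 340/Em 450 nm) was followed for 8 min.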
D2 antagonist = D2 dopamine receptor (human) antagonism | P14416 | hit rate 2% among 340,000 | inhibition, % at 10 µM | HEK293 TREx D2 cells, calcium flux, dopamine EC80; in the data active means inhibition above about 30%; further: 0% is about no effect
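Calcium flux kinetic readout in an inducible HEK293 TREx D2 line plated overnight at 30 C. After 180 s compound exposure, an EC80 dopamine challenge follows with another 180 s kinetic read to detect antagonism.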
D2 ag = activates the human D2 dopamine receptor | P14416 | HEK293 T-REx D2 cells, calcium flux agonist mode | activation, % at 2 µM | hit rate 0.53% among 340,000 | AID 485358;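 active means activation over 3 SD above normal in the single-dose calcium agonist read, cut at about 30% in these data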; further: 0% is about no effect
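Tetracycline-induced HEK293 T-REx cells with force-coupled D2 receptor, plated overnight at 30 C, loaded with no-wash calcium dye. After a 10 s baseline, compound was pin-added and calcium flux read kinetically for 180 s; calcium rises flagged agonists.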
Pin1 inh = human Pin1 inhibition; Potency, µM (series often up to 115 µM), for the others: at the top dose activity, negative = inhibition, usual class: inhibitors; AID 504891; Q13526; Pin1 FP peptide displacement, HiFluor488, 10 min; hit rate 0.009% among 390,000; active means well fitted inhibition curve with a large enough effect in the polarisation, with a control signal flat, not every such curve was filed as active; inconclusive means small, poorly fitted or top-dose-only effect, or effect the other way, or a change in a side signal; inactive means no such curve, though single readings can be large or run the other way; the % refers to the polarisation; further: potency means the concentration at half of the fitted maximal effect; on the % scale 0 is the no-effect control and ±100 the full control effect
Target sequence (Q13526 whole entry, looked up): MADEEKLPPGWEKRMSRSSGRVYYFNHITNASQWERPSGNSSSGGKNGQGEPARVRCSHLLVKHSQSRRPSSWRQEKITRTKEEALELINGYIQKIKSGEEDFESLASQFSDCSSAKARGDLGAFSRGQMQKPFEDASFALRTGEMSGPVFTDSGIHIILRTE
USP1-UAF1 inh = inhibitors of human USP1/UAF1 deubiquitinase; O94782; recombinant USP1/UAF1, Ub-Rhodamine cleavage fluorescence; Potency, µM (doses to about 57.1 µM), without a hit: at the top dose activity change, negative = inhibition, usual class: inhibitors; hit rate 0.23% among 390,000; further: potency means the concentration at half of the fitted maximal effect; on the % scale 0 is the no-effect control and ±100 the full control effect; nearly all actives have a fitted effect of over 60% in size; inactives centre near -12
Target sequence (O94782 whole entry, looked up): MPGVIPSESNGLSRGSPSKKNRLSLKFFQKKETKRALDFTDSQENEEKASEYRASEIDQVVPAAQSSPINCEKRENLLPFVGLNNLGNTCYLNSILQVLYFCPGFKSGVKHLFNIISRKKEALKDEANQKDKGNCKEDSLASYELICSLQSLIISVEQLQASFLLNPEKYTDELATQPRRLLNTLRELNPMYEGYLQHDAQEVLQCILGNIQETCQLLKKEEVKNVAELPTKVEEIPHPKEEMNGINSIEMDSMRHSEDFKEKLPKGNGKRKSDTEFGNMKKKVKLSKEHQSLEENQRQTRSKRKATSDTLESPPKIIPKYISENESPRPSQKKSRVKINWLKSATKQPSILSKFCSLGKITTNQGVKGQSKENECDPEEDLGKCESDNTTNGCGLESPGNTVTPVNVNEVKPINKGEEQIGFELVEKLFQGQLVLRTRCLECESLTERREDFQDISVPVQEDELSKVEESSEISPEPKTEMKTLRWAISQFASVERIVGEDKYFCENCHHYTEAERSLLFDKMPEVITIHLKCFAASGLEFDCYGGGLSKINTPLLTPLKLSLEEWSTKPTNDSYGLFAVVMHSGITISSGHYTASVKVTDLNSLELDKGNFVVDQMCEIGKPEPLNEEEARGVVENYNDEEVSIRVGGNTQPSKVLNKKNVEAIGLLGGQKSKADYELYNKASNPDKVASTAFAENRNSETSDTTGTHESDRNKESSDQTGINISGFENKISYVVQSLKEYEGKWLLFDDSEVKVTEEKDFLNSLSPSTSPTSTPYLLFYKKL
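1 nM enzyme complex + cpd, 15 min RT; start with Ub-Rho 150nM final; kinetic fluorescence ex 480/em 540, 6 reads q60 s. Buffer 50mM HEPES pH 7.8, 0.5mM EDTA, 0.1 mg/ml BSA, 1mM TCEP, 0.01% Tween-20.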
IDH1 R132H inh = inhibitors of human mutant IDH1 R132H | AID 602179 | O75874 | Potency, µM (doses to about 76.6 µM), for the others: at the highest dose activity change, negative = inhibition, most hits filed as inhibitors | IDH1-R132H enzyme, NADPH consumption, diaphorase/resazurin fluorescence | hit rate 0.093% among 390,000; further: potency means the concentration at half of the fitted maximal effect; on the % scale 0 is the no-effect control and ±100 the full control effect; nearly all actives have a fitted effect of over 65% in size
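IDH1-R132H (0.5 ug/mL) preincubated 30 min with compound, then NADPH (0.016 mM) and alpha-KG (2 mM) added; 80 min at RT, pH 7.5. Remaining NADPH coupled via diaphorase/resazurin to fluorescence (540/590 nm); concentration-response curves normalized to no-enzyme control.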
TRHR PAM = allosteric enhancers of human TRH receptor; P34981; TRHR cells, fluo-8 calcium fluorescence, EC20 TRH enhancement; enhancement, % at 2 µM; hit rate 0.66% among 360,000; AID 493056; in the data active means enhancement above about 30%; further: 0% is about no effect
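TRHR-expressing cells loaded with fluo-8 calcium dye were read kinetically (ex 480/em 530) during compound addition, then stimulated with an EC20 of TRH (10 nM final). Enhancement of the Gq-mediated intracellular calcium response was scored.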
TRHR agonist = TRH receptor (human) agonism; P34981; TRHR cells, calcium flux fluo-8, FDSS agonist mode; activation, % at 2 µM; hit rate 0.18% among 360,000; AID 493084; in the data active means activation above about 30%; further: 0% is about no effect
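Agonist-mode FDSS calcium read (Ex 480/Em 530, 1 s cycles) in 1536-well TRHR cells with fluo-8 dye, after 10-cycle baseline and 23 nL compound addition; TRH at EC20 (10 nM final) added afterwards for the enhancer phase.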
TrxR1 substrate = substrates of rat thioredoxin reductase 1; O89049; purified TrxR1 substrate turnover, NADPH consumption readout; Potency, µM (series often up to 114 µM), without a hit: at the top dose activity change, negative = substrate turnover; hit rate 0.01% among 390,000; AID 588456; further: potency means the concentration at half of the fitted maximal effect; on the % scale 0 is the no-effect control and ±100 the full control effect; nearly all actives have a fitted effect of over 50% in size
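Rat TrxR1, dispensed at 90 nM, was prereduced with 400 uM NADPH (final) for 5 min at ~22 deg C, then incubated with compound 15 min before 400 uM selenite. A first-read NADPH fluorescence drop versus no-compound background flagged substrates.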
* hit, by the source's call; ? = inconclusive; nt = not tested or not shown; & = joins results of further samples; [ ] = dose if it differs, or a comment. Unless noted, the call rests on the fitted dose curve; in most records, active means well fitted inhibition curve with a large enough effect; inconclusive means small, poorly fitted or top-dose-only effect; inactive means no such curve, though single readings can be large or run the other way. An excerpt; count on the stated rates, not on these rows.

A first look, four compounds:
SMILES	TrxR1 inh	D2 antagonist	D2 ag	Pin1 inh	USP1-UAF1 inh	IDH1 R132H inh	TRHR PAM	TRHR agonist	TrxR1 substrate
CNCCCc1[nH]nc(N)c1C#N	-1%	-3	0.5	1%	-19%	11%	2	0.3	2%
COc1ccc(NC(=O)CN(C)C(=O)C23CC4CC(CC(C4)C2)C3)cc1	11%	-7	0.8	2%	-22%	1%	3	0.8	2%
O=C(COC(=O)c1ccc(F)cc1Cl)NC1CCCCCCC1	20%	nt	nt	1%	-4%	4%	nt	nt	1%
O=C(NN1C(=O)/C(=C/c2cccs2)SC1=S)c1ccncc1	-4%[57.1 µM]	12	-0.2	1%	7%	-7%	0	0.0	-16%

The whole of this part, previewed entries included:
SMILES	TrxR1 inh	D2 antagonist	D2 ag	Pin1 inh	USP1-UAF1 inh	IDH1 R132H inh	TRHR PAM	TRHR agonist	TrxR1 substrate
CNCCCc1[nH]nc(N)c1C#N	-1%	-3	0.5	1%	-19%	11%	2	0.3	2%
COc1ccc(NC(=O)CN(C)C(=O)C23CC4CC(CC(C4)C2)C3)cc1	11%	-7	0.8	2%	-22%	1%	3	0.8	2%
O=C(COC(=O)c1ccc(F)cc1Cl)NC1CCCCCCC1	20%	nt	nt	1%	-4%	4%	nt	nt	1%
O=C(NN1C(=O)/C(=C/c2cccs2)SC1=S)c1ccncc1	-4%[57.1 µM]	12	-0.2	1%	7%	-7%	0	0.0	-16%
COc1ccccc1N1C(=O)N(CC(=O)C(C)(C)C)c2ccccc2S1(=O)=O	19%	-33	-2.6&-0.1	-3%&0%	-18%&-19%	7%&17%	-7&-3	0.2&-0.1	1%
COc1nsnc1NS(=O)(=O)c1ccc(NC(=S)NC(=O)c2ccncc2)cc1	?	0	1.4	-1%	2%	15%	-2	0.1	-2%
COc1ccc2[nH]c(=O)c(-c3noc(-c4ccccc4)n3)cc2c1	0%	15	-0.7	?	?	7%	5	-1.6	10%
CCN(CC)S(=O)(=O)c1ccc(C)c(C(=O)Oc2cccc(-c3cnc4ccccc4n3)c2)c1	13%	-9	0.0	5%	-14%	-18%	4	0.1	-2%
Cc1cc(NC(=O)COC(=O)C2CC2)ccc1Br	-11%	-20	-0.3	-2%	-1%	31%[activator]	5	-0.3	-6%
O=C(O)CSc1nc(-c2ccccc2)c(-c2ccccc2)[nH]1	29%	3	-0.9	3%	-18%	11%	-4	-0.2	60%[activator]
CCn1nc(C)c(NC(=O)c2cnn3c(C(F)F)cc(-c4ccccc4)nc23)c1C	13%	15	0.1	?	5%	7%	-8	-0.5	-8%[57.1 µM]
CCOC(=O)c1c(-c2ccccc2)csc1NC(=O)c1cc(S(=O)(=O)N2CCOCC2)ccc1C	16%	8	1.7	37%[activator]	-7%	1%	1	3.4	31%[activator]
CC1(c2ccc3c(c2)OCO3)NC(=O)N(CC(=O)Nc2ccccc2)C1=O (stereo unspecified)	-5%	5	2.1	2%	3%	-4%	4	1.3	-4%
O=C1c2ccccc2C(=O)N1CC1c2ccccc2CCN1S(=O)(=O)c1ccccc1 (stereo unspecified)	14%	5	-0.2	-2%	-15%	5%	-3	-0.1	-1%
COc1ccc(-c2cc(C(C)=O)c(C)n2CCC(=O)NC2CCCCC2)cc1	12%[57.1 µM]	nt	-0.8	7%	20%	13%	-5	-0.2	2%[57.1 µM]
CCOC(=O)/C(=N\Nc1ccccc1Cl)N1CCN(Cc2ccccc2)CC1	-14%	-6	-0.4	5%	-7%	-1%	1	-0.6	-12%
COc1ccc(C(OCC(O)CNC(C)c2ccccc2)c2ccc(OC)cc2)cc1 (stereo unspecified)	6%	13	4.3	3%	-6%	-16%	-1	1.6	-4%
CCOc1ccc(-c2nc(CN3CCCCC3CCn3cccn3)c(C)o2)cc1 (stereo unspecified)	48%	-11	0.5	8%	-20%	3%	6	-0.4	21%
CCOc1ccc(C(c2c(O)cc(C)n(CCOC)c2=O)N2CCC(C)CC2)cc1 (stereo unspecified)	-15%[57.1 µM]	nt	-0.8	5%	-18%	9%	6	-0.1	-3%[57.1 µM]
CNC(=O)c1ccccc1NC(=O)C1CC(=O)N(c2ccc(OC)cc2)C1 (stereo unspecified)	1%	-2	0.1	-1%	-21%	5%	5	-1.1	2%
CCn1cc(S(=O)(=O)NC(C)c2cc(OC)ccc2OC)cn1 (stereo unspecified)	5%	-7	1.2	-6%	-19%	0%	-1	0.2	2%
CCOC(=O)c1c(NC(=O)CC2Nc3ccccc3NC2=O)sc(C)c1C (stereo unspecified)	8%	-1	-0.7	?	-21%	1%	-2	-0.1	-2%
CC(c1ccon1)N(C)C(=O)c1ccc2nc(Cc3cccc(Cl)c3)oc2c1 (stereo unspecified)	-8%	-17	0.0	0%	2%	0%	2	-0.9	-10%
COc1cc(S(=O)(=O)Nc2ccncc2)ccc1F	37%[activator][57.1 µM]	-19	0.7	-7%	-7%	3%	-5	-0.2	7%[57.1 µM]
Cc1cccc(NC(=O)C2CCN(S(=O)(=O)c3ccc4c(c3)OCCO4)CC2)n1	6%	3	0.7	1%	-1%	3%	-12	-0.2	-6%
O=C(O)CN=CC1=C(O)CC(c2ccccc2)CC1=O (stereo unspecified)	9%	2	1.1	1%	-6%	2%	3	0.1	0%
Cc1ccc(NC(=O)C(=O)NCC(c2cccnc2)N2CCOCC2)cc1Cl (stereo unspecified)	-7%	nt	1.5	?	8%	-18%	-1	0.7	-17%
C=CCn1c(N)c(C(=O)OCC(C)C)c2nc3ccccc3nc21	37%[57.1 µM]	-6	1.2	2%	?	8%	0	-1.4	320%[activator]
Cc1cc(C(=O)OC(C)C(=O)NC2CCCCC2)c(C)o1 (stereo unspecified)	4%	nt	nt	?	-17%	7%	4	0.5	1%
Cc1ccc(-n2cnc3c(sc4nccc(N(C)C)c43)c2=O)cc1	10%[57.1 µM]	-12	-0.7	1%	-5%	3%	1	-0.2	8%[57.1 µM]
CCCN(CCC)CCNC(=O)c1cc(Sc2ccc(Cl)cc2)nc2ccccc12	-6%[57.1 µM]	nt	-0.5	7%	-18%	13%	6	0.3	-1%[57.1 µM]
O=C(CCNC(=O)Cn1cnc2ccccc2c1=O)NCC1COc2ccccc2O1 (stereo unspecified)	-13%	10	0.5	1%	-4%	11%	-2	0.2	-6%
COC(=O)/C=C1\NCCNC1=O	-1%[57.1 µM]	-9	0.4	4%	-7%	2%	-2	0.2	7%[57.1 µM]
N#CCCN(C(=O)COC(=O)CCc1nc2ccccc2c(=O)[nH]1)c1ccccc1F	-6%	16	0.0	-6%	-7%	0%	1	0.3	-6%
COC(=O)Cc1c(C)c2ccc3c(c2oc1=O)CN(Cc1ccccc1Cl)CO3	?	nt	-1.2	-1%	2%	0%	9	-1.4	nt
O=C(NCCN1CCOCC1)c1cc2n(n1)C(C(F)(F)F)CC(c1ccc(F)cc1)N2 (stereo unspecified)	8%	nt	nt	-1%	-14%	2%	2	-2.2	11%[57.1 µM]

3 compounds already listed, sorted by their value in TRHR agonist, descending:
Compound | TRHR agonist
CCCN(CCC)CCNC(=O)c1cc(Sc2ccc(Cl)cc2)nc2ccccc12 | 0.3
O=C(O)CN=CC1=C(O)CC(c2ccccc2)CC1=O (stereo unspecified) | 0.1
COC(=O)Cc1c(C)c2ccc3c(c2oc1=O)CN(Cc1ccccc1Cl)CO3 | -1.4

The listing continues.
SMILES	TrxR1 inh	D2 antagonist	D2 ag	Pin1 inh	USP1-UAF1 inh	IDH1 R132H inh	TRHR PAM	TRHR agonist	TrxR1 substrate
COc1ccc(C(c2oc(CO)cc(=O)c2O)c2oc(CO)cc(=O)c2O)cc1	-9%	0	0.7	0%	-29%	-4%	2	1.3	1%
Cc1cc(C(=O)N2CCCC(CNS(=O)(=O)c3cccs3)C2)nn1C (stereo unspecified)	11%[57.1 µM]	-7	-0.6	-4%	-12%	-2%	-5	-0.6	7%[57.1 µM]
COc1ccc(N2CCN(C(=O)CSc3ncnc4c3cnn4-c3ccc(OC)cc3)CC2)cc1	25%[2.29 µM]	2	-0.6	-9%	-4%	0%	-4	0.5	30%
O=C(COc1ccc2ccccc2c1)N1CCNCC1	14%[57.1 µM]	nt	nt	0%	-11%	5%	14	0.3	-3%[57.1 µM]
Cn1cccc1C(=O)NNC(=O)c1ccccc1Br	-24%	5	-0.5	4%	0%	4%	-7	0.9	-13%
COC(=O)c1cccc(Oc2cccc(Cl)n2)c1	18%	-22	18	3%	-9%	1%	4	-1.3	-3%
CCOC(=O)c1cc(C)sc1NC(=O)CSc1nnnn1C	3%	-10	-0.9	-5%	-6%	6%	2	-0.1	0%
CCOC(=O)C1CCN(c2ncnc3c(C)csc23)CC1	1%	-2	0.5	2%	-8%	3%	-7	-0.9	-2%
CCn1c(COc2ccc(C)cc2)nnc1SCC(=O)Nc1ccc(S(N)(=O)=O)cc1	6%[57.1 µM]	-8	0.5	-1%	-18%	8%	-9	-0.3	-5%[57.1 µM]
O=C(CSc1nnnn1-c1ccccc1)NC(=O)Nc1ccc2c(c1)OCCO2	10%	-11	-0.1	-1%	-6%	4%	11	0.0	4%
COc1ccc(-n2c(Cc3cccn3C)nnc2SCC(=O)Nc2cccc(C)c2C)cc1	12%[57.1 µM]	-11	-0.9	1%	-19%	2%	-1	0.1	4%[57.1 µM]
N/C(Cc1ccc([N+](=O)[O-])cc1)=N\OC(=O)COc1ccccc1Cl	5%	-3	-2.6	0%	-9%	9%	1	-0.2	-3%
COC(=O)c1cccc2c(C(=O)O)cc(-c3ccccc3)nc12	11%[11.4 µM]	nt	nt	0%	-17%	6%	nt	nt	8%[11.4 µM]
COc1ccc(C)cc1Cn1c(S(C)(=O)=O)nc2ccccc21	-32%	13	-0.8	-1%	-14%	4%	1	-0.7	7%
